Screens deposited in PubChem by Fisher Drug Discovery Resource Center.
mcGAS RapidFire: blocks mouse cGAS cGAMP production; Q8C6L5; inhibition, % at 12.5 µM; 0.18% of 130,000 active; AID 1259397; recombinant mouse cGAS, cGAMP by RapidFire MS;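 active = inhibition of cGAS enzyme activity at or above 60%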;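 note: enzyme stimulated by 45 bp dsDNA with ATP and GTP substrates; cGAMP share of summed cGAMP plus half ATP and half GTP signals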
Target sequence (Q8C6L5 whole entry, looked up): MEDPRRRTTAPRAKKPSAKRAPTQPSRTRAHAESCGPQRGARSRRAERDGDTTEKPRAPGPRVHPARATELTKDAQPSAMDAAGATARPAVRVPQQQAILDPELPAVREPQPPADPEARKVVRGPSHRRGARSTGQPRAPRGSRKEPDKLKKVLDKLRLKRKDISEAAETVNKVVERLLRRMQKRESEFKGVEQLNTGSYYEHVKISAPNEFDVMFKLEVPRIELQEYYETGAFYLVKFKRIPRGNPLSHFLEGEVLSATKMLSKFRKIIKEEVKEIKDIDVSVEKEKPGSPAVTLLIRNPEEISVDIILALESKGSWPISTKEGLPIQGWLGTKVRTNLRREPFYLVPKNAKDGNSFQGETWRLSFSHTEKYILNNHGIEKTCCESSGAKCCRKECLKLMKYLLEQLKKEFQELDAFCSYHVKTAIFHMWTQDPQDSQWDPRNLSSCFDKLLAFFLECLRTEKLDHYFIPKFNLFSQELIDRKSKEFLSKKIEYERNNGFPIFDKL
* hit, by the source's call; & = joins results of further samples. These rows are one share of the data (hit frequency here may not be typical).

compound	mcGAS RapidFire
COc1ccc2c(c1)CCc1cc(C(=O)NC(C)c3c(C)nn(C)c3C)sc1-2 (stereo unspecified)	0
CN(Cc1cc2n(n1)CCCNC2)Cc1nc2ccccc2s1	9
COCCN(Cc1cnc(SC)nc1)CC1CCCN(C2Cc3ccccc3C2)C1 (stereo unspecified)	3
Cc1n[nH]c(C)c1CCCCCOc1ccc(Cl)cc1	16
CCn1cc(C(=O)NCCOc2ccc(C(F)(F)F)cn2)cn1	-4
O=c1[nH]c(SCc2ccc(Cl)cc2)nc2c1cnn2CCO	-6
COc1ccc(C(=O)N2CCCC2)c(OC2CCN(C(=O)C3=CCCC3)CC2)c1	-8
CCCS(=O)(=O)c1c(S(=O)(=O)CCC)c2c3ccccc3ccn2c1C(=O)OC	1
O=C(CC1C[C@@H]2CC[C@H]1C2)N1CCC2(CC1)OCc1ccccc12 (stereo partly specified)	-1
O=C(c1ccc(Cl)cc1)C1CCN(C(=O)c2cccnc2N2CCCCC2)CC1	5
CCC(=O)Nc1nc2ccc(NC(C)=O)cc2s1	-2
CC(=O)N(c1ccccc1)c1nc(CN2CCN(CC(=O)NC3CC3)CC2)cs1	-4
CCCC(=O)NCC(=O)N1CCCC1c1nncn1CC(C)C (stereo unspecified)	-17
CC(N)CCCC(C)(C)O (stereo unspecified)	-4&3
CCSc1nc(CC(=O)N(C)CCc2scnc2C)cs1	-13
Cc1ccc(C)c(-c2cn3c(C(=O)N(C)Cc4nc(C)no4)csc3n2)c1	-21
O=C(O)C1CC2(CCNCC2)CN1Cc1nc2ccccc2[nH]1 (stereo unspecified)	-4
O=C(O)C=CC(=O)N1CCCCC1	9
NC(=O)c1oc2ccccc2c1NC(=O)c1cccc(OC(F)F)c1	-4
Cc1nn2c3ccccc3n(CCOc3ccccc3)c2nc1=O	-7
COc1ccc(/C=C2/SC(=O)N(CC(=O)NN3CCN(C)CC3)C2=O)cc1OC	-3
NC(=O)c1csc(C(=O)N(CC2CCC2)c2ccccc2)c1	-12&-5
CC(=O)N1N=C(c2ccccc2Cl)OC1C(=O)N[C@@H](Cc1cnc[nH]1)C(N)=O (stereo partly specified)	-8
CC(C)(C)c1nc2sc3c(c2c(=O)o1)CCCC3	-17
CC1CCCCC1NC(=O)C1CCC(=O)N1C(C)C (stereo unspecified)	-9
COC(=O)c1cc(C(=O)OC(C)(C)C)n(-c2ccccc2)n1	-37
COc1ccc(NC(=O)N2CCCC(Nc3ccc(C)c(C)c3)C2)c(OC)c1 (stereo unspecified)	-6
CC(=O)Nc1ccc(S(=O)(=O)NCc2ccc3[nH]c(C)c(C)c3c2)cc1	-11
CCOC(=O)c1c(C)[nH]c(C(=O)COC(=O)c2cc(C)oc2C)c1C	-9
CN(Cc1ccccc1C(=O)O)C1CC(C)(C)NC(C)(C)C1	-30
CCOC(=O)C1(C)CCCCCN1C(=O)c1ccc(SC(F)(F)F)cc1 (stereo unspecified)	-5
Cc1ccc(-c2cc(C(F)(F)F)nn2-c2ccc(S(N)(=O)=O)cc2)cc1	-8&-7
Cn1c(COc2ccccc2)nc2ccccc21	11
Cc1cc(C(=O)Cn2cc(C(F)(F)F)cc(Cl)c2=O)c(C)n1-c1nccs1	-9
Cn1ccc(C(=O)N(Cc2ccccc2)c2ccccc2C#N)cc1=O	-5
COCC(C)OC(=O)c1sccc1Br (stereo unspecified)	1
O=C(NCc1ccccn1)N1CCCC(C2OCCO2)C1 (stereo unspecified)	-11
CC(NS(=O)(=O)c1ccc2c(c1)n(C)c(=O)n2C)c1cccc(F)c1 (stereo unspecified)	-3
c1ccc(CC[n+]2ccncc2)cc1	-6
NC(Cc1ccc(C(F)(F)F)cc1)c1csc(Nc2ccccn2)n1 (stereo unspecified)	-15
O=C(Nc1ccc(SCc2ccc(F)cc2)nn1)C1CC1	9
Cc1nc(CCNC(=O)c2ccc(=O)n(C)c2)sc1C	-16
O=C(N[C@H]1CCCC[C@H]1C(=O)NNc1ccccc1C(F)(F)F)c1ccccc1	0
Cc1cccc(NS(=O)(=O)CCc2ccccc2)n1	-12
O=c1[nH]cnc2c1nnn2-c1ccc(OC(F)(F)F)cc1	-4
O=c1c2cnc3nc(-c4ccncc4)nn3c2ccn1CCc1c[nH]c2ccc(Cl)cc12	-1
C=CCn1c(=NC(=O)c2ccc(C(C)=O)cc2)sc2cc(S(C)(=O)=O)ccc21	-10
CCC(=O)C1=C(c2ccc(Br)cc2)N(C(=O)CC)n2cnnc2S1	0
CN(Cc1cc2cc(F)ccc2[nH]1)C(=O)C1(Cn2cccn2)CC1	-11
Cc1ccc(Cl)c(OC(C)C(=O)N2CCNC(=O)C2C)c1 (stereo unspecified)	-5
CNC(=O)CN(C)C(=O)c1sc2cc(Cl)cc(Cl)c2c1Cl	-7
c1ccn2c(Sc3ncnc4sc5c(c34)CCCC5)nnc2c1	-7
O=C(c1ccccc1)N1N=C(c2cccnc2)CC1(O)C(F)(F)F (stereo unspecified)	0
O=C1OCCN1CCn1ccnc1-c1cnc(C2CCCCC2)nc1	-11
Cc1c(CNC(C)c2cn3ccsc3n2)c2ccccc2n1CC(N)=O (stereo unspecified)	9
Cc1cc(C)n(CCC(=O)Nc2cc(Cl)cc(Cl)c2)n1	-4

Going on with the list:
compound	mcGAS RapidFire
Cc1nnc(CN(C)CCOc2cccc(Cl)c2)o1	-7
N#Cc1c(Cl)nsc1NCC(O)c1ccc(F)cc1 (stereo unspecified)	21
CCOC(=O)Nc1c(C(=O)Nc2ccc(F)c(Cl)c2)oc2ccccc12	-6
Cc1ccc(C(=O)Oc2ccccc2C(=S)N2CCOCC2)cc1	-3
CCc1[nH]c2c(CNC(=O)Cc3ccn(C)c3)cc(C)cc2c1C	4
COc1cccc(C(=O)NCc2nnc3ccc(C(F)(F)F)cn23)c1OC	-1
COCC(C)NC(=O)NCc1cccc(COC(C)(C)C)c1 (stereo unspecified)	-7
Cc1ccc(OCC(=O)NNC(=O)COc2cc(C)c(Cl)c(C)c2)cc1	-7
COc1cc(N2CC(C(=O)Oc3ccccc3-n3ccnc3)CC2=O)cc(OC)c1OC (stereo unspecified)	-7
Cc1cc(C)c2c3c(sc2n1)C1(CCSCC1)C(C#N)C(=N)O3 (stereo unspecified)	-8
CC1=C(C(=O)OC(C)C)C(c2ccccc2C(F)(F)F)C2=C(CCCC2=O)N1 (stereo unspecified)	-1
CCS(=O)(=O)c1ccc(CC(=O)Nc2ccc([N+](=O)[O-])cc2OC)cc1	-7
Cc1cn2c3c(=O)n(CCN4CCCCC4)c(=O)n(C)c3nc2n1C(C)c1ccccc1 (stereo unspecified)	-1
CC(=O)N1CCCN(C(=S)Nc2c(C(C)C)cccc2C(C)C)CC1	-4
CCc1cc(=O)n(-c2ccc(F)cc2)[nH]1	1
C=CCc1cc(OC)ccc1OCCOCCC(C(=O)OCC)C(=O)OCC	3

Next section:
canonical_smiles	mcGAS RapidFire
CCCS(CCC)=C(C(N)=O)[N+](=O)[O-]	-11
Cc1cccc2c(CCNC3CCN(Cc4ccccn4)CC3)c[nH]c12	-6
CSCc1nc2ccccc2n1CC(=O)NC1CC(=O)N(C2CC2c2ccccc2)C1 (stereo unspecified)	5
CC1COc2ccccc2N1CC(=O)NCc1ccc(Cl)cc1 (stereo unspecified)	-8
COCCN(Cc1ccc(OC)c(OC)c1)Cc1ccc(C(=O)OC)o1	-2
O=P1(Nc2ccccc2)C=C(c2ccccc2)OC(c2ccccc2)=C1	40
O=C(NC1CC(=O)N(CCCc2ccccc2)C1)c1cnn2cccnc12 (stereo unspecified)	-7
CNC(=O)C1CCN(CC(=O)N2c3ccccc3CCC2C)CC1 (stereo unspecified)	-13
N#CCc1ccc(NCc2nc3ccccc3c(=O)n2Cc2ccco2)cc1	-33
CC(C)N(Cc1nnc(-c2ccccc2Cl)o1)C(=O)CCl	-4
CN1CCn2nc(C(=O)NCCSc3cn[nH]n3)cc2C1	-8
COC(=O)c1ccc(NC(=O)CSc2ccc3nc(-c4ccc(OC)cc4)cn3n2)cc1	-9
COCCN(c1ccncc1)S(=O)(=O)c1cc(C)c(F)cc1F	-9
CC(NC(=O)C(C)(C)C)C(=O)N(C)Cc1ccc(Br)s1 (stereo unspecified)	1
CNC(=O)CN(C)S(=O)(=O)c1c(C)c(Cl)cc(C)c1Cl	-32&-10
CS(=O)(=O)CCNCc1ccccc1OCc1cccnc1	-10
Cc1ccc(NC(=O)NCCS(C)=O)cc1C(F)(F)F (stereo unspecified)	1
COc1ccc(NC(=O)N2CCC(C)CC2)c(C(F)(F)F)c1	-9
O=C(O)CC12CSc3[nH]c(=O)sc3C1c1ccccc1OC2=O (stereo unspecified)	13
OC1CN(c2cc(C(F)(F)F)nc(-c3cccnc3)n2)C1	-4
Cc1cccc(C(C(=O)NCc2nnc3n2CCCCC3)N(C)C)c1 (stereo unspecified)	-10
O=C(O)CCN1C(=O)/C(=C2/C(=O)N(CC(=O)O)c3ccccc32)SC1=S	-4
COCCCNc1nc2nonc2nc1N1CCCN(C2CCCCC2)CC1	-8
COC(=O)c1ccc(CN(Cc2cc(OC)cc(OC)c2)C(C)C)o1	-8

In a second layout: results already given.
O=C(O)CC12CSc3[nH]c(=O)sc3C1c1ccccc1OC2=O (stereo unspecified)
  mcGAS RapidFire: 13

OC1CN(c2cc(C(F)(F)F)nc(-c3cccnc3)n2)C1
  mcGAS RapidFire: -4

Cc1cccc(C(C(=O)NCc2nnc3n2CCCCC3)N(C)C)c1 (stereo unspecified)
  mcGAS RapidFire: -10

O=C(O)CCN1C(=O)/C(=C2/C(=O)N(CC(=O)O)c3ccccc32)SC1=S
  mcGAS RapidFire: -4

Other structures.
canonical_smiles	mcGAS RapidFire
O=C(c1ncoc1C1CC1)N1CCC(c2n[nH]c(=O)n2-c2ccccc2)CC1	-16
CN(C(=O)CC12CC3CC(CC(O)(C3)C1)C2)c1ccccc1	-5
Cc1cc(C)c2c(c1)C(=NN=c1sc3ccccc3n1C)C(=O)N2	1
CC(C)c1cc(C2CCN(C(=O)CC3(C)C(=O)N=C4C=CC=CN43)CC2)[nH]n1 (stereo unspecified)	-11
O=C(C1CC1c1cccc(F)c1F)N(CCCO)Cc1ccncc1 (stereo unspecified)	-3
CCN1CCN(C(=O)c2ccccc2N2CCC(NC(=O)c3ccco3)CC2)CC1	6
Cc1oc(C(C)C)cc1C(=O)N1CCC2(CN(C)C(=O)O2)C1 (stereo unspecified)	-23
CN(Cc1cnn(C)c1)C(=O)C(NC(=O)c1ccccc1)c1ccccc1 (stereo unspecified)	-9
CN(CCCc1cnn(C)c1)c1cc(N2CCOCC2)ncn1	-12
COc1cccc(OCc2ccccc2)c1C(=O)NCCNc1cccc2ccccc12	1
COc1ccc(-c2nc(CN(C)Cc3nncn3C)c(C)o2)c(C)c1C	-9
O=C(c1cccs1)C1CCCN(Cc2nc(Cc3ccccc3F)no2)C1 (stereo unspecified)	-10
CN(C)C(=O)C(F)(F)C(F)(F)C(F)(F)C(F)(F)C(=O)N(C)C	-6
CCc1c(C#N)c(N)nc(SCC(=O)c2ccc(Cl)c(Cl)c2)c1C#N	6
Cc1ccc(Cn2c(C)c(C(=O)NCc3ccccc3)sc2=O)cc1	-8
Cc1nn(Cc2ccccc2)c2nc(C(C)(C)C)[nH]c12	-4
CCCn1cnc2c1c(=O)n(Cc1c(C)noc1C)c(=O)n2C	-4
O=C(c1csc(-c2cc3ccccc3[nH]2)n1)N1CCN(c2ccccc2)CC1	1
COCCNC(=S)NN=Cc1ccc(C)o1	-4
O=C(c1ccco1)N1N=C(c2cccs2)CC1c1ccc(Cl)o1 (stereo unspecified)	2
Cc1cc(C)n(CCCNC(=O)c2cn(CC3CCCNC3)nn2)n1 (stereo unspecified)	-26
CCCc1nc(C)c(C(=O)NCCN(CC)CC)s1	5
CC(C)(C)c1ccc(C(=O)N2CCC2(C)C(=O)NS(=O)(=O)c2cccc(OC(F)F)c2)cc1 (stereo unspecified)	-19
CCC(=O)Nc1cccc(-c2cn3c(n2)CCCC3)c1	-16

Brought forward from above: five entries, followed by the next part.
canonical_smiles	mcGAS RapidFire
O=C(c1ccco1)N1N=C(c2cccs2)CC1c1ccc(Cl)o1 (stereo unspecified)	2
Cc1cc(C)n(CCCNC(=O)c2cn(CC3CCCNC3)nn2)n1 (stereo unspecified)	-26
CCCc1nc(C)c(C(=O)NCCN(CC)CC)s1	5
CC(C)(C)c1ccc(C(=O)N2CCC2(C)C(=O)NS(=O)(=O)c2cccc(OC(F)F)c2)cc1 (stereo unspecified)	-19
CCC(=O)Nc1cccc(-c2cn3c(n2)CCCC3)c1	-16
CN(C)c1ccc(S(=O)(=O)N(C)C)cc1N	3
c1csc(C2CCCN2c2nc3nonc3nc2N2CCSCC2)n1 (stereo unspecified)	-9
CC(=O)NC(c1ccccc1)c1nc(-c2cccc(C(=O)O)c2)cs1 (stereo unspecified)	7
O=C(CCS(=O)(=O)c1ccccc1)N1CCC2(CC1)OCCN2S(=O)(=O)c1ccccc1	-3
CCn1ccc(C(=O)N(CCCN2CCOCC2)c2nc3c(C)ccc(C)c3s2)n1	11
Nc1nc(CSc2nc3ncccc3[nH]2)nc(N2CCCCC2)n1	-1
CCOCC(=O)Nn1cnc2c(cnn2-c2ccc(C)c(C)c2)c1=O	-2
CN(CC1CCCO1)C(=S)Nc1ccc2ccccc2c1 (stereo unspecified)	-2
Cc1ncc(CN(C)CC2CCN(c3ccccc3)C2)[nH]1 (stereo unspecified)	-26
CN(C)CC1(O)CCN(C(=O)c2cn3cc(Cl)cnc3n2)C1 (stereo unspecified)	-20
Cc1cc(NCc2nnc3n2CCC3)c2ccccc2n1	-23
Cc1ncc2c(n1)CCC(N)C2 (stereo unspecified)	4
Cc1ccccc1C1CCCN1C(=O)CCCc1nc(-c2ccco2)no1 (stereo unspecified)	-8
O=C1N(Cc2ccccc2)C(c2cccc(F)c2)C1(F)F (stereo unspecified)	-9
COC(=O)C1CC(O)CN1C(=O)c1nn(C)c(=O)c2ccccc12 (stereo unspecified)	-5
